MT stabilize HCS = microtubule stabilizers in HeLa cells, primary screen, imaging, high-content imaging | % tubulin-high responders, % at 10 µM | HeLa tubulin immunostaining HCS, 24 h; share of cells brighter than vehicle mean+2SD | AID 2205, 2009 | hit rate 0.83% among 200,000;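 active means plate Z-score above 3 for both tubulin-high and condensed-nucleus cell shares, with cell loss under 80%, at 10 µM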;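 further: anti alpha tubulin signal scored within the nucleus-defined area of each cell; some results filed as inactive read as strong as hits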
b-catenin transl = modulators of beta-catenin nuclear translocation, primary screen, imaging, HeLa cells, immunofluorescence, high-content; nuclear translocation activity, % at 5 µM; hit rate 0.3% among 190,000;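 active means nuclear translocation activity above 50% at 5 µM, with a well cell count of 50 or more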;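 further: per-cell ratio of nuclear to cytoplasmic median beta-catenin stain intensity; plate controls were DMSO negative control for no effect and GSK-3 inhibitor IX positive control for full effect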
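Test system: human HeLa cells, native beta-catenin. Compound dosing: 5 µM primary single dose, 0.1% DMSO, 0.02–20 µM confirmation series. Incubation: compound exposure 24 h at 37°C. Detection: beta-catenin immunostaining with DAPI counterstain, 20x imaging, 6 fields/well. Read-out basis: Nuclear/cytoplasmic beta-catenin signal ratio, % activation.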
T cell modulator = modulators of CD8 T cell-vesicle binding, primary screen, mouse 2C CD8+ T cells, flow cytometry | calls only at 7 µM | AID 2052, 2009 | hit rate 0.068% among 330,000 | 2C CD8+ T cell-vesicle binding; active compounds read low;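 active means response, share of CD8 T cells binding vesicles, and their 90th percentile fluorescence all below set limits, cut at about 80% in these data, passing the limit was not always enough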
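incubation = binding step 1.5 h, 37 °C, antibody labelling 20 min, ice | test system = 2C mouse CD8+ T cells | read-out basis = percent CD8+ FL2 mean versus row control | controls = Peptide-free naked vesicles (low) and QL9 vesicles with 0.7% DMSO vehicle (high) | detection = flow cytometry of vesicle-bound cells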
P. falciparum M17LAP = P. falciparum M17LAP inhibitors, primary screen, biochemical, fluorogenic H-Leu-NHMec substrate, 1536-well (AID 1619). Leucine aminopeptidase (Plasmodium falciparum (isolate 3D7)). recombinant M17LAP, H-Leu-NHMec fluorogenic kinetic assay; higher % means a stronger effect. inhibition, % at 30 µM; hits with a dose series show IC50 in µM. hit rate 0.38% among 220,000;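 active means compound inhibiting the enzyme by more than half at any dose during confirmatory dose-response retesting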;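 further: plate controls were full reaction with DMSO carrier for no effect and no enzyme background for full effect; strong numbers were not always called active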
Dynein transport = inhibitors of GR-EGFP nuclear translocation, primary screen, dynein cargo transport inhibitor project, imaging, high-content, 3617.4 mouse cells; test concentration mostly 20 µM; stimulated with dexamethasone, 1 µM; active compounds read low; z-score, hits read low; hit rate 0.47% among 220,000; AID 1381, 2008;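 active means plate z-score of nuclear minus cytoplasmic receptor signal below a set negative limit, without overly bright fluorescence or cell loss, cut at about -3.5 in these data, passing the limit was not always enough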;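 further: z-score of nuclear minus cytoplasmic ring GR-EGFP intensity difference per well; some compounds called inactive have numbers as strong as hits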
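Buffer or medium: tetracycline-free induction medium containing charcoal-stripped FBS / Reagent: dexamethasone agonist, 1.0 µM final, for 30 min / Technique: automated 10x imaging of fixed Hoechst-stained cells / Times: induction 48 h, compound 1 h, agonist 30 min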
Autophagy HCS = autophagy modulators in MEF cells, primary screen, imaging, high-content, MEF GFP-LC3; MEF GFP-LC3 puncta imaging; test concentration mostly 10 µM; calls only at 10 µM (by protocol); hit rate 0.98% among 190,000; AID 463193, 2010;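 active means percentage of spot-positive cells more than 3 SD above its plate mean, without a fluorescence outlier flag or 80% toxicity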;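 further: spot-positive cell cutoff set from DMSO-treated cells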
Yfh1-off respiration = enhancers of respiration in Yfh1-depleted yeast, dose response, Friedreich's ataxia, plus single-dose screen (AID 1465) | S. cerevisiae Yfh1-off respiration, WST-1 reduction, 72 h; higher fold induction means a stronger effect | fold induction at 50 µM; hits with a dose series show EC50 in µM | hit rate 0.074% among 220,000;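 active means fold induction of absorbance versus untreated yeast above a set limit, then at least 30% activation at any dose in follow-up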;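 further: activators that raise dye reduction in frataxin-depleted yeast; strong numbers were not always called active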
M1AAP inhibition = P. falciparum M1AAP inhibitors, biochemical, fluorogenic H-Leu-NHMec substrate, 1536-well (AID 1445); Aminopeptidase N (Plasmodium falciparum (isolate 3D7)); recombinant M1AAP, H-Leu-NHMec fluorogenic kinetic assay; higher % means a stronger effect; inhibition, % at 30 µM; hits with a dose series show IC50 in µM; hit rate 0.42% among 220,000;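 active means primary inhibition above the hit cutoff, then over 50% inhibition at one or more dose response concentrations, cut at about 23% in these data, passing the limit was not always enough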;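 further: plate controls were DMSO full reaction for no effect and no enzyme background for full effect; strong numbers were not always called active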
WT yeast gro inh = growth inhibition of WT strain, primary screen, mitochondrial fusion inhibitor project, WT and mutant strains, chemical genetic; hit rate 2.1% among 190,000; mitochondrial fusion phenotypic screen; inhibition, % at 10 µM; in the data active means inhibition above about 58%; tested in S. cerevisiae
WT yeast gro inh mutant strain = further read-out of WT yeast gro inh, marked with its call; inhibition, %; mitochondrial fusion phenotypic screen, mutant strain inhibition
Dynein transport cytoplasmic EGFP = second read-out of Dynein transport, no call of its own (marks repeat the call); z-score; measured here: cytoplasmic GR-EGFP intensity; active compounds read high
Dynein transport nuclear GR-EGFP = further read-out of Dynein transport, marked with its call; z-score; measured here: nuclear GR-EGFP intensity;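 lower value marks the stronger effect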
Dynein transport cell count = recorded beside Dynein transport, whose call it bears; z-score; measured here: cell count per field
b-catenin transl cell count 5 µM = further read-out of b-catenin transl, marked with its call; cell count; measured here: cell count, cytotoxicity flag
T cell modulator vesicle-bound % = recorded beside T cell modulator, whose call it bears; double positive events, %; measured here: CD8+ vesicle-bound cell fraction;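 binding gate set so that unloaded-vesicle control wells show 10% double positive cells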
MT stabilize HCS Hoechst-high % = also measured in MT stabilize HCS; calls as there; % Hoechst-high responders; measured here: nuclear condensation Hoechst responders;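 share of cells brighter than vehicle mean plus two SD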
MT stabilize HCS cytotoxicity % = also measured in MT stabilize HCS; calls as there; toxicity, %; measured here: cytotoxicity by cell density;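 0% = mean cell density of plate MIN control wells and 100% = no cells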
Autophagy HCS cell loss 18 h = further read-out of Autophagy HCS, marked with its call; toxicity, %; measured here: cell loss, nuclei count;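 cell loss after 18 h compound exposure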
* hit, by the source's call; i = inactive; nt = no result given.

SMILES | MT stabilize HCS | MT stabilize HCS Hoechst-high % | MT stabilize HCS cytotoxicity % | b-catenin transl | b-catenin transl cell count 5 µM | T cell modulator | T cell modulator vesicle-bound % | P. falciparum M17LAP | Dynein transport | Dynein transport cytoplasmic EGFP | Dynein transport nuclear GR-EGFP | Dynein transport cell count | Autophagy HCS | Autophagy HCS cell loss 18 h | Yfh1-off respiration | M1AAP inhibition | WT yeast gro inh | WT yeast gro inh mutant strain
COc1cccc(C(=O)NC(=S)Nc2cccnc2)c1 | 3.1 | 1.5 | 11.5 | -0.3 | 1129 | i | 39.1 | 10.2% | 3.81 | 0.0883 | 2.66 | -1.97 | i | 3.4 | i | 20.0% | 5.0 | -3.2
O=c1c2nncn2c2cc(C(F)(F)F)ccc2n1CCNc1ncc(C(F)(F)F)cc1Cl | nt | nt | nt | -1.8 | 1275 | i | 27.7 | 5.0% | -1.12 | 0.198 | -0.105 | 0.0482 | nt | nt | i | -1.0% | nt | nt
Cc1csc(NC(=O)CCc2nc3ccccc3s2)n1 | 4.2 | 2.4 | 3.2 | -5.2 | 1173 | i | 49.8 | 6.1% | 1.99 | -0.0645 | 1.07 | -1.15 | i | 6.4 | i | 7.0% | -12.7 | -5.1
COC(=O)CCN1CCN(S(=O)(=O)c2ccccc2Br)CC1 | 1.1 | 1.4 | 7.9 | -1.9 | 1054 | i | 34.9 | 2.9% | 0.78 | -0.26 | 0.269 | -0.672 | i | -2.9 | i | 3.3% | -1.0 | 19.5
CCNC(=S)N1C2CCC1CC(NC(=O)NC1CCCCC1)C2 (stereo unspecified) | 0.4 | 2.1 | 8.9 | -0.7 | 1090 | i | 16.5 | 3.5% | -0.232 | -0.229 | -0.647 | 0.63 | i | 23.3 | i | 4.4% | 8.8 | 4.4
Cc1ccc(NS(=O)(=O)c2ccc(/C=C/C(=O)O)cc2)cc1Cl | 1.5 | 2.1 | 3.1 | 0.7 | 1109 | i | 23.5 | 23.2% | -0.0366 | -0.31 | 0.139 | -0.0538 | i | 3.7 | i | -5.0% | 15.6 | 2.4
C=CCc1c(C)nc(C)nc1N/N=C/c1ccc(F)cc1 | 1.4 | 1.6 | 6.4 | nt | nt | i | 24.8 | 10.9% | -1.29 | -0.228 | -0.526 | 1.23 | i | 8.2 | i | -0.8% | 11.1 | -35.7
CC(=O)Nc1ccc2c3c(cccc13)C(=O)N(c1ccccc1)C2=O | 2.0 | 2.0 | 3.7 | -2.3 | 1126 | i | 23.7 | -54.1% | 1.44 | -0.2 | 1.26 | -1.13 | i | 12.6 | i | 19.2% | 17.6 | 6.5
CC(C)(C)c1n[nH]c(=S)n(N)c1=O | 3.7 | 2.3 | 1.0 | 0.6 | 1363 | i | 12.6 | 6.1% | 0.0543 | -0.36 | -0.202 | -0.0919 | i | 2.7 | i | -6.9% | 15.3 | 13.3
COC(=O)CCCCCCCCC(O)CN1CCCCC1 (stereo unspecified) | 1.9 | 3.1 | 6.3 | 3.8 | 548 | i | 57.8 | 18.0% | -0.958 | -0.301 | -0.779 | 1.69 | i | -12.1 | i | 8.5% | -8.1 | 2.0
COc1ccc(C(=O)CSc2nnc(C3CCCCC3)n2N)c(OC)c1 | 2.1 | 3.2 | 12.2 | nt | nt | i | 58.2 | -0.8% | 2.86 | -0.0852 | 2.03 | -1.04 | i | -50.1 | i | 1.6% | 12.2 | -7.4
Cc1nnc(SCC(=O)NC(=O)Nc2ccc3c(c2)OCCO3)n1N | nt | nt | nt | 0.6 | 1272 | i | 38.4 | 3.5% | 0.881 | -0.272 | 0.119 | -0.472 | nt | nt | i | 10.4% | nt | nt
Cc1ccc(-n2c(SCc3cn4ccsc4n3)nc3ccccc3c2=O)cc1 | 1.8 | 1.1 | 4.7 | -4.8 | 1144 | i | 42.9 | 7.9% | -0.00162 | -0.22 | 0.0086 | -0.00289 | i | -1.7 | i | 25.9%* | 11.8 | 6.7
Cc1cc(C)cc(NC(=O)CSc2nnc(-c3ccccc3C)o2)c1 | 1.4 | 1.9 | 8.5 | -4.8 | 853 | i | 35.6 | 6.1% | 0.0678 | -0.216 | -0.187 | 0.238 | i | -2.8 | i | 0.4% | 1.3 | 4.1
Cc1cccc(-n2c(CNC(=O)c3ccc(S(=O)(=O)N(C)C)cc3)nnc2SCC(=O)Nc2ccc(F)cc2)c1 | 6.9 | 3.1 | 8.5 | -0.8 | 962 | i | 3.0 | -5.1% | -0.134 | -0.209 | -0.411 | 0.65 | i | 1.9 | i | -1.6% | 0.8 | 0.2
O=C(CSc1nnnn1C1CCCC1)N1CCCc2ccccc21 | 1.3 | 1.4 | 12.5 | -2.2 | 1218 | i | 36.5 | 7.8% | 0.977 | -0.206 | 0.125 | 0.0865 | i | -2.9 | i | 0.9% | 0.0 | 8.1
CCc1nnc(NC(=O)c2ccc3c(c2)C(=O)N(CC(C)C)C3=O)s1 | 2.0 | 0.3 | 18.7 | 4.1 | 1177 | nt | nt | -11.7% | -1.22 | -0.205 | -0.507 | 0.393 | i | -8.7 | i | 3.1% | -5.7 | -0.8
Cc1cc(C)cc(NC(=O)OCCN2CCN(Cc3ccccc3)CCC2=O)c1 | 4.7 | 2.2 | 10.2 | nt | nt | i | 13.4 | -2.3% | 0.221 | -0.314 | 0.431 | 0.946 | i | -21.7 | i | 1.1% | -8.4 | -7.7
CCOc1ccc2nc(NC(=O)CS(=O)(=O)c3ccccc3)sc2c1 | 3.6 | 2.0 | 5.6 | -0.9 | 1080 | i | 47.9 | -2.6% | 2.41 | -0.206 | 1.26 | -1.5 | i | 7.5 | i | 7.8% | 3.0 | -7.2
COCCOC(=O)c1c(C)nc(SCC(=O)Nc2ccc(C)cc2)c(C#N)c1-c1ccco1 | 3.4 | 2.6 | 9.9 | 3.4 | 1120 | i | 24.8 | 23.5% | 1.83 | -0.165 | 1.47 | -1.18 | i | 14.1 | nt | 4.6% | 7.1 | 11.0
O=C(c1ccc(COc2c(F)c(F)c(F)c(F)c2F)o1)N1CCN(Cc2ccc3c(c2)OCO3)CC1 | 3.4 | 2.3 | 2.0 | -0.9 | 1175 | i | 14.7 | 22.6% | 0.686 | -0.19 | 0.534 | 0.264 | i | 18.3 | i | 1.6% | 55.5 | 29.9
CC(=O)Nc1cccc(OCC(=O)NCCC2=CCCCC2)c1 | 4.3 | 2.3 | 5.9 | 3.8 | 1087 | i | 54.8 | 6.8% | 0.528 | -0.271 | 0.397 | -0.685 | i | 2.7 | i | -0.8% | -14.0 | 10.1
COc1cc(/C=N/N=C2/NC(=O)C(CC(=O)O)S2)ccc1OCc1cccc(Cl)c1 (stereo unspecified) | 2.5 | 0.5 | 3.9 | 0.0 | 1491 | i | 67.2 | 45.7% | -0.93 | -0.308 | -0.888 | 1.61 | i | -5.2 | i | 23.2% | -13.6 | -34.4
CCOC(=O)c1cnn2c(C(F)(F)F)cc(-c3ccccc3)nc12 | 5.2 | 2.7 | 9.6 | -3.1 | 991 | i | 10.4 | -7.8% | 0.654 | -0.18 | 0.635 | -0.292 | i | 4.7 | i | -3.3% | 6.4 | 5.5
COc1cc(/C=C(/NC(=O)c2ccccc2)C(=O)Nc2ccc(O)cc2)c([N+](=O)[O-])cc1OC | 5.8 | 1.7 | 5.8 | 1.5 | 1086 | i | 10.2 | -1.6% | 2.24 | 0.076 | 1.59 | -1.22 | i | 17.6 | i | 2.7% | 7.6 | 1.8
Cc1ccc2nc(SCC(=O)c3cc(C)n(C)c3C)[nH]c2c1 | 0.5 | 2.2 | 22.0 | nt | nt | i | 47.3 | 9.1% | -0.429 | -0.286 | -0.438 | 0.00898 | i | 0.0 | i | 3.9% | -90.3 | -14.1
CCO[C@@H]1OC(C(=O)Nc2ccccc2)=C[C@H](c2ccc(Br)cc2)[C@H]1CCCO | 1.5 | 1.2 | 0.2 | -2.9 | 1219 | i | 30.8 | 1.4% | -1.05 | -0.243 | -0.303 | 0.429 | i | 4.6 | i | 3.2% | 57.4 | 39.9
O=C(O)c1cn(Cc2ccccn2)c(=O)c2ccccc12 | 6.1 | 1.9 | 8.3 | 0.7 | 1062 | i | 62.0 | -0.8% | -0.12 | -0.278 | -0.021 | -0.168 | i | 4.5 | i | 3.6% | -5.5 | 4.5
COc1ccc(C2C(C(=O)Nc3cccc(C)n3)c3ccccc3C(=O)N2C)cc1 (stereo unspecified) | 5.1 | 1.4 | 1.9 | 1.0 | 1389 | i | 45.7 | -4.5% | 1.86 | -0.372 | 0.921 | -0.686 | i | -4.9 | i | 9.8% | 2.5 | 5.3
CNc1cc(C(F)(F)F)nc(-c2ccccn2)n1 | 1.0 | 1.8 | 6.4 | -1.8 | 1071 | i | 17.6 | -7.6% | -0.579 | -0.345 | -0.143 | 0.441 | i | 7.5 | i | -2.2% | -6.5 | 9.2
